Screens from PubChem BioAssay.
M4 PAM – potentiates acetylcholine response at human M4 receptor | P08173 | CHO-K1 hM4/Gqi5, Fluo-8 calcium fluorescence, ACh EC20; 0% = ACh EC20, 100% = maximal ACh | activation, % at 3 µM | 360,000 compounds, 0.4% hits | AID 624126;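 active = activation above its plate's cutoff, the mean activation of sample wells plus 3 SD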; note: some results filed as inactive read as strong as hits
IDE inh – cellular human IDE inhibition; 320,000 compounds, 0.41% hits; HEK cells, FAbetaB cleavage, fluorescence polarization; inhibition, % at 5.59 µM; P14735;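 active = percent inhibition above the average of all tested compounds plus 3 SD, set per screening campaign, cut at about 16% in these data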;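 note: IDE supplied by intact live HEK cells; FP after avidin binding of uncleaved biotin substrate so inhibition keeps polarization high; 0% = DMSO wells and 100% = 60 µM reference IDE inhibitor Ii1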
MEKK3 PB1 HTS – modulators (inhibitors or enhancers) of MEK5 binding to human MEKK3 PB1 domain. bead-based flow cytometry, Alexa488-MEK5 binding to MEKK3; actives lie on both sides; 0 = blocked by unlabeled MEK5, 100 = vehicle. Q99759. 290,000 compounds, 1.4% hits. AID 1529. binding response (% of control), % at 10 µM;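 active = binding response more than 3 SD above or below the average of its plate-row segment, actives on both sides; inconclusive = wells at one plate position flagged as instrument error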;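 note: Alexa488 bead fluorescence after subtracting the streptavidin-only scavenger bead signal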
PHOSPHO1 block – blocks human PHOSPHO1 phosphatase activity | 290,000 compounds, 1.1% hits | recombinant PHOSPHO1, absorbance phosphatase assay | inhibition, % at 13.3 µM; in the data active = inhibition above about 60%
CRFBP-R2 agonist – CRF-BP/CRF-R2 complex agonism; activation, % at 13.2 µM; 350,000 compounds, 0.46% hits; HEK293 CRF-R2/CRF-BP, calcium dye fluorescence (FLIPR); percent of saturating CRF peptide response;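 active = activation of at least 50%, plus an integration ratio under a set limit after plate pattern correction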;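 note: plate controls were neutral control wells without compound for no effect and CRF at EC100 for full effect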
IDE cell activ – activators of human insulin-degrading enzyme in cells; HEK cells, FAbeta-B cleavage, fluorescence polarization; 0% vehicle, 100% cell-free pure enzyme wells; activation, % at 5.96 µM; 340,000 compounds, 0.073% hits; AID 493087;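 active = activation above the mean of all tested compounds plus 3 SD, set per screening campaign, cut at about 17% in these data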
pCIP destab – p/CIP protein destabilization; decrease of EGFP signal, % at 10 µM; 290,000 compounds, 0.01% hits; F442A p/CIP-EGFP cells, EGFP fluorescence, 16 h;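 active = EGFP signal decrease of at least 30% at 10 µM or well 3 SD below plate mean, unless failing retest; inactive = the rest, including hits failing retest or dose response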; note: some compounds called inactive have numbers as strong as hits; many of its hits are not listed in these tables
Target sequence (Q05BA5 1-1403): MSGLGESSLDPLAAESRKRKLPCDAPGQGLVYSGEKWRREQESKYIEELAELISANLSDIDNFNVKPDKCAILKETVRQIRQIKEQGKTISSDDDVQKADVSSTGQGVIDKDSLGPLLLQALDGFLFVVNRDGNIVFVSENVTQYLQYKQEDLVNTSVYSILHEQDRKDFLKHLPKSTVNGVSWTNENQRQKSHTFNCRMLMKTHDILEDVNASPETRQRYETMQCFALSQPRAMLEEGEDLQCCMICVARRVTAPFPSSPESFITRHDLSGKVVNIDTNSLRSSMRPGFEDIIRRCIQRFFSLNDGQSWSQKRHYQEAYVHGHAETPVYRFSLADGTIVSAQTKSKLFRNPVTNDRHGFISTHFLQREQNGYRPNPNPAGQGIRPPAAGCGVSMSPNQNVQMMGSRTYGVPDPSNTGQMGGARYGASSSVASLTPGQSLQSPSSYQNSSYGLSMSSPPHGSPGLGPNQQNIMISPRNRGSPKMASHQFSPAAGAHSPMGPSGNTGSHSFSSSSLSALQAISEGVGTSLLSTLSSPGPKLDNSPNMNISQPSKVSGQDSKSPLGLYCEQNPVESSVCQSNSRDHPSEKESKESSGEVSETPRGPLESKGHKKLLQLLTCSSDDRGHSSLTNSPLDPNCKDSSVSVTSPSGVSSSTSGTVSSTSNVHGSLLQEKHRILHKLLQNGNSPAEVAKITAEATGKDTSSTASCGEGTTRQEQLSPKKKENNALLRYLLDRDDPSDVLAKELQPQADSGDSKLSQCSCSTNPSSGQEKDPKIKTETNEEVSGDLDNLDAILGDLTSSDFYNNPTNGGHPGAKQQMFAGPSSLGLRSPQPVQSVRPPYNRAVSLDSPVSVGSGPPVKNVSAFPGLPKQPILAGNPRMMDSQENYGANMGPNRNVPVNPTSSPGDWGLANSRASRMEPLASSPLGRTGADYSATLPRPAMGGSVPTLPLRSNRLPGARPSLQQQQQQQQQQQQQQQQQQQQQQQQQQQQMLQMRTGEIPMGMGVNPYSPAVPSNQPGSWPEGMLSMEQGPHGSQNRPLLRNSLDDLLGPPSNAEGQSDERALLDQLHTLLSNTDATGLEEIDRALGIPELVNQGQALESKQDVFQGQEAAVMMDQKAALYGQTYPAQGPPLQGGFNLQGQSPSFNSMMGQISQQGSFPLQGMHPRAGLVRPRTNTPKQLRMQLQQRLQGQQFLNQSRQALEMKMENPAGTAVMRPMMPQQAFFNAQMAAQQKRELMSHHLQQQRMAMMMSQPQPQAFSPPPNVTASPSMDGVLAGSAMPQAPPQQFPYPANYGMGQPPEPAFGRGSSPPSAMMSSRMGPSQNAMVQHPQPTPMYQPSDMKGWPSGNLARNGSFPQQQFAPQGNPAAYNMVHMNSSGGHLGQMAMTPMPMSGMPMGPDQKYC
CRFBP-R2 block – CRF-BP/CRF-R2 complex antagonism | HEK293 CRF-R2/CRF-BP, CRF-induced calcium fluorescence | inhibition, % at 11.8 µM | 350,000 compounds, 0.59% hits;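 active = inhibition of the ligand-induced calcium signal above about 50% at the single tested concentration, limit read from the data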
GalR3 antag – antagonists of human GalR3; O60755; HEK293 GalR3-CNG cAMP membrane potential fluorescence; galR3 body fused to GalR1 C-terminus; inhibition, % at 3 µM; 360,000 compounds, 0.44% hits; AID 651719;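 active = inhibition above the screen-wide average plus 3 SD, cut at about 13% in these data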;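 note: forskolin and galanin both at EC90 stimulate the cells; cAMP rise reported by CNG channel membrane potential dye signal; 0% = forskolin plus galanin with DMSO and 100% = forskolin alone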
* marks the source's active call; other numbers are inactive results; u = inconclusive; x = not tested or not shown. Hits appear at their usual frequency; 4.2% or so of the library scored in one or more.

SMILES	M4 PAM	IDE inh	MEKK3 PB1 HTS	PHOSPHO1 block	CRFBP-R2 agonist	IDE cell activ	pCIP destab	CRFBP-R2 block	GalR3 antag
CC1CCN(C(=O)Cn2c(=O)n(CCCC(=O)NCc3ccco3)c(=O)c3sccc32)CC1	-1.2	-2.4	100.0	18.4	1.0	-2.0	-1.6	-2.5	1.8
CCc1noc(C)c1C(=O)N1CCOCC1	9.2	-0.8	99.0	45.1	-0.2	0.8	10.5	5.2	-5.1
CCc1ccccc1N(CC(=O)NCC1CCCO1)C(=O)CCC(=O)Nc1cc(C)on1 (stereo unspecified)	-0.1	-0.7	107.0	27.9	-0.7	1.5	-2.9	3.5	-6.8
COc1ccccc1NC(=O)COC(=O)c1cnc(C)cn1	21.8	3.2	96.0	11.9	-8.4	0.4	9.7	23.8	-3.1
Nc1nc(SCC(=O)Nc2ccc3c(c2)OCO3)n[nH]1	-4.8	2.6	104.0	20.2	-0.2	-1.3	-4.5	12.2	-8.6
COc1ccccc1NC(=O)c1ccccc1C(=O)N(C)Cc1ccccc1	5.2	-0.6	x	x	-0.7	-1.7	x	-4.9	-7.7
CCc1nnc(NC(=O)c2cc(S(=O)(=O)N3CCN(CC)CC3)ccc2Cl)s1	-5.2	x	x	x	0.4	-0.2	x	-0.2	x
Cc1c(C)c2ccc(OCC(=O)N[C@@H](Cc3ccccc3)C(=O)O)cc2oc1=O	7.3	-3.1	102.0	13.1	2.3	3.1	0.9	17.4	-1.8
COc1ccc(S(=O)(=O)N2CCN(C(=O)c3ccc4ccccc4n3)CC2)cc1	-1.1	-1.9	x	x	0.6	-1.1	x	7.9	-2.0
C=CCn1c(SCC(=O)NC2CC2)nc2ccccc2c1=O	2.1	0.4	x	x	-0.6	1.4	x	14.7	-3.2
O=C(CC(CC(=O)c1ccccc1)c1ccccn1)c1ccccc1	-2.9	x	x	x	-3.9	3.1	x	-0.2	2.0
Cc1onc(-c2ccccc2)c1C(=O)NC(C)C1CCCO1 (stereo unspecified)	-14.5	-1.0	103.0	-3.7	-2.4	0.1	-9.6	20.1	1.3
CC(=O)c1ccccc1NC(=O)COC(=O)c1ccc2c(c1)nc(C)n2-c1ccccc1	x	-3.5	108.0	-22.0	x	x	-3.6	x	x
COc1ccc(CCn2c(=N)c(C(=O)NCC3CCCO3)cc3c(=O)n4ccccc4nc32)cc1 (stereo unspecified)	-2.7	-0.3	104.0	23.5	0.2	3.5	-1.0	6.9	1.8
CC(C)C1Nc2ccc(C(=O)NCCCN3CCOCC3)cc2NC1=O (stereo unspecified)	-4.1	-27.8	100.0	19.0	-0.9	2.9	2.6	-5.9	x
COc1ccccc1NC(=O)CSCc1cc(=O)n2c(C)csc2n1	-1.7	4.9	97.0	6.7	1.4	2.2	1.5	3.7	-11.6
Cc1ccc(OCC(=O)N/N=C\c2ccc(O)c([N+](=O)[O-])c2)c([N+](=O)[O-])c1	-8.6	2.0	121.0	5.9	-0.5	-0.3	5.7	-9.4	-4.0
CCOC(=O)Cc1nnc(NC(=O)Nc2ccccc2)s1	0.5	-5.6	108.0	22.0	0.1	1.2	8.0	-9.3	-1.6
Cc1ccc(NC(=O)Cn2c(O)c(N=NC(=O)c3cc4ccccc4cc3O)c3ccccc32)cc1	-2.3	1.5	87.0	-9.3	1.7	9.3	1.5	6.1	0.4
Cc1c(NC(=S)NC(=O)c2ccccc2Br)c(=O)n(-c2ccccc2)n1C	1.9	-1.9	106.0	9.3	-0.5	5.2	-3.6	-3.8	-6.0
O=C(CSc1nncs1)NCc1ccc(F)cc1	11.6	-0.1	99.0	8.8	0.3	2.3	5.2	-3.4	2.5
C=CCC(C(=O)OC)(C(=O)OC)c1ccc([N+](=O)[O-])cc1[N+](=O)[O-]	-3.9	2.1	100.0	34.2	0.4	1.1	0.5	-1.9	-6.5
CN(CCc1nc2ccc(Cl)cc2[nH]1)Cc1nc(CC2CC2)no1	-4.3	3.8	104.0	18.3	2.5	4.1	-4.9	3.2	-4.1
COc1ccc(OC)c(CCNC(=O)c2ccc(CS(=O)(=O)c3ccc(Br)cc3)o2)c1	-24.9	7.2	105.0	-12.7	2.5	-1.0	-7.2	-5.0	-1.3
COc1ccc(C(=O)c2c(-c3ccc(OC)cc3)oc3ccccc23)cc1	17.6	8.6	x	x	8.2	-0.4	x	1.1	2.9
CNc1cc(NS(=O)(=O)c2ccc(N)cc2)nc(NC)n1	-4.1	2.9	x	x	0.1	4.4	x	-15.9	x
COc1ccc(/C=C(\NC(=O)c2ccccc2)C(=O)N/N=C/c2sccc2C)cc1	-6.5	3.7	99.0	8.4	-2.7	0.5	-7.3	31.9	-0.4
Cc1cc(C(C)(C)C)oc1C(=O)N(CC(=O)NC1CCCC1)c1ccc(F)cc1	-2.7	4.0	87.0	0.1	8.3	3.4	-3.6	-13.3	-7.0
O=C(Nc1nnc(C2=COCCO2)o1)c1ccc(S(=O)(=O)N2CCCC2)cc1	-2.4	1.9	108.0	24.8	-4.4	2.1	-0.9	-2.5	-3.7
Cc1nc2ccccc2n1-c1nc(-c2ccco2)cc(C(F)(F)F)n1	2.1	-1.5	99.0	-14.2	-0.3	6.9	-7.2	4.2	-6.5
O=C(NN1C(=O)C2C3C=CC(C4CC34)C2C1=O)c1cccc(Br)c1 (stereo unspecified)	-0.6	-0.2	98.0	-18.7	1.9	3.4	-3.2	-13.4	-4.3
CC(C)c1ccccc1OCCCCCN1CCOCC1	-13.1	-2.6	x	x	-1.3	x	x	-0.7	-8.4
Cc1ccc2nc(-c3cccc(NS(C)(=O)=O)c3)cc(-c3ccccc3)c2c1	-3.7	2.0	100.0	-17.6	0.8	6.2	6.6	-28.7	-1.3
CCOc1ccc(Oc2nc(Nc3ccc(C)cc3)nc(N(C)C)n2)nn1	0.4	-1.4	110.0	-39.9	1.1	-2.5	5.8	4.3	-1.7
COc1ccc(-n2nnnc2SCC(=O)Nc2ccccc2N2CCOCC2)cc1	2.0	4.9	102.0	49.8	-0.4	1.5	-7.4	-2.5	-0.3
Cc1ccc(/C=N/NC(=O)c2nc3nc(C)cc(C)n3n2)cc1	11.2	-0.7	108.0	-2.5	3.5	3.3	1.9	-9.7	-2.5
Cc1ccccc1-n1c(=O)c2ccccc2n(CC(=O)NCc2ccco2)c1=O	4.2	-3.6	105.0	18.4	1.8	0.3	-13.1	-2.9	-6.1
O=C(Cn1cc([N+](=O)[O-])cn1)Nc1nccs1	-8.6	-3.4	99.0	28.1	-2.1	4.9	-16.0	-11.3	-3.4
Cc1ccccc1C(=O)N1CCN(c2ccc(NC(=O)Cc3ccccc3)cc2)CC1	-0.3	-0.7	106.0	32.2	2.6	1.2	-14.3	-22.3	1.1
Cc1ccc(CC(=O)NCc2ccc3c(c2)OCO3)cc1	2.2	-1.0	100.0	-45.7	0.1	-0.4	-6.0	20.7	-0.4
CC1CCN(c2oc(Cc3cccc4ccccc34)nc2C#N)CC1	-9.7	1.8	104.0	6.7	-1.4	2.0	-11.9	-19.6	-6.1
CS(=O)(=O)c1cnc(-c2ccccc2)nc1-c1ccc(Cl)c(Cl)c1	16.4	5.0	86.0	37.8	-0.2	4.4	-6.4	11.9	-1.8
NC(=O)CN1C(=O)NC2(CCOc3ccccc32)C1=O (stereo unspecified)	7.1	0.9	101.0	28.0	-0.3	6.2	-3.0	3.6	-6.9
COc1ccc(CCNC(=O)c2cc3c(=O)n4ccccc4nc3n(C3CCCCC3)c2=N)cc1OC	-0.5	4.8	103.0	38.2	-0.3	-1.1	5.6	8.6	-3.0
COc1ccccc1N(CC(=O)NCCN1CCOCC1)S(=O)(=O)c1ccc(C)cc1	10.3	2.1	x	x	1.3	-0.3	x	-13.2	-2.7
O=C(Cn1c(=O)sc2ccccc21)NCc1ccco1	5.3	3.3	108.0	6.7	0.8	-2.4	-3.4	5.7	-4.8
S=C(NCCc1ccccc1)NCC1CCCO1 (stereo unspecified)	3.5	0.0	118.0	-7.5	-1.0	9.0	3.9	8.8	-3.8
O=C(NCCN1CCOCC1)C12CC3CC(C1)CC(c1ccccc1)(C3)C2	2.0	3.1	100.0	42.1	-1.4	11.5	-8.2	-6.2	-1.4
O=C(NCc1cccnc1)C(=O)NCC1OCCCN1S(=O)(=O)c1ccc(F)cc1 (stereo unspecified)	3.3	-0.2	96.0	18.5	-1.1	3.5	1.2	27.0	-0.4
CC1(C)CC(=O)C(C=NCC2CCCO2)=C(O)C1 (stereo unspecified)	-2.6	2.3	97.0	23.9	0.3	2.3	-24.7	-4.2	-3.3
CC(=O)Nc1ccc(S(=O)(=O)c2ccc(N)cc2)cc1	-0.3	0.3	106.0	37.9	-0.6	6.6	-3.7	22.8	-6.2
O=C(O)CCCn1nc(-c2ccccc2)c2ccccc21	4.6	-1.1	99.0	10.1	-3.6	5.1	5.4	31.3	x
O=C(CSc1nnc2ccc(-c3ccccn3)nn12)Nc1ccc(F)cc1F	-1.3	5.0	x	x	-3.5	-0.6	x	5.4	-3.0
C[C@]12c3[nH]c4ccccc4c3CCN1C(=O)C(CC(=O)NCCc1ccccn1)C[C@@H]2C(=O)N1CCCCC1 (stereo partly specified)	0.2	1.6	x	x	-0.5	-0.2	x	19.1	-2.8
N#C/C(=C\c1ccc(F)cc1F)S(=O)(=O)c1ccccn1	-6.6	-5.0	u	59.6	1.6	2.3	-3.9	8.2	-3.3
CC1CCC2(CC1)NC(=O)N(CC(=O)NCc1ccc3c(c1)OCO3)C2=O (stereo unspecified)	-4.9	-2.3	95.0	19.9	0.0	4.0	4.5	1.9	-5.3
COc1ccccc1N(C(=O)c1snc(C(N)=O)c1N)C(C(=O)NC1CCCCC1)c1cccc(OC)c1OC (stereo unspecified)	-4.4	8.7	100.0	17.4	0.1	3.1	-4.3	-3.5	-10.7
CC1c2cc3c(cc2CCN1CC(=O)Nc1ccc(S(=O)(=O)N2CCCC2)cc1)OCCCO3 (stereo unspecified)	-24.1	-1.6	98.0	22.4	-0.1	2.8	-0.1	3.9	-5.4
Cc1cc(C(=O)CSc2nncs2)c(C)n1-c1ccc2c(c1)OCO2	-7.9	1.3	98.0	-2.2	27.3	2.4	8.9	-117.0	-6.9
CCCCCc1cc(=O)oc2c(C(CCN3CCCCC3)c3ccc(OC)cc3)c(OC)cc(OC)c12 (stereo unspecified)	1.6	-1.2	120.0	30.9	0.3	14.8	-2.0	-8.9	1.5
Cc1ccc([C@H]2C[C@H](n3cc(C4CC4)nn3)[C@@H](O)CN2C(=O)c2cccs2)cc1	7.8	x	x	x	-0.7	x	x	-19.1	-7.2

Retrieved by compound from the list above:
SMILES	M4 PAM	IDE inh	MEKK3 PB1 HTS	PHOSPHO1 block	CRFBP-R2 agonist	IDE cell activ	pCIP destab	CRFBP-R2 block	GalR3 antag
CNc1cc(NS(=O)(=O)c2ccc(N)cc2)nc(NC)n1	-4.1	2.9	x	x	0.1	4.4	x	-15.9	x
O=C(Cn1cc([N+](=O)[O-])cn1)Nc1nccs1	-8.6	-3.4	99.0	28.1	-2.1	4.9	-16.0	-11.3	-3.4
Cc1ccccc1C(=O)N1CCN(c2ccc(NC(=O)Cc3ccccc3)cc2)CC1	-0.3	-0.7	106.0	32.2	2.6	1.2	-14.3	-22.3	1.1
